# Assay outcomes from PubChem BioAssay.
# Smad3 FoxH1 inh: Smad3/FoxH1 peptide binding inhibitors, primary screen, biochemical, TR-FRET; Mothers against decapentaplegic homolog 3 (Homo sapiens), P84022; TR-FRET Smad3/Dy647-FoxH1 peptide binding, europium anti-His; inhibition, % at 25 µM; actives 0.29% (n = 88,000); AID 630, 2007;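 active = compounds that reduce the energy-transfer binding signal between the protein and its labelled peptide by more than half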;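 note: 0% = Smad3 plus labelled peptide maximal FRET and 100% = peptide-only background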
# Target sequence (P84022 whole entry, looked up): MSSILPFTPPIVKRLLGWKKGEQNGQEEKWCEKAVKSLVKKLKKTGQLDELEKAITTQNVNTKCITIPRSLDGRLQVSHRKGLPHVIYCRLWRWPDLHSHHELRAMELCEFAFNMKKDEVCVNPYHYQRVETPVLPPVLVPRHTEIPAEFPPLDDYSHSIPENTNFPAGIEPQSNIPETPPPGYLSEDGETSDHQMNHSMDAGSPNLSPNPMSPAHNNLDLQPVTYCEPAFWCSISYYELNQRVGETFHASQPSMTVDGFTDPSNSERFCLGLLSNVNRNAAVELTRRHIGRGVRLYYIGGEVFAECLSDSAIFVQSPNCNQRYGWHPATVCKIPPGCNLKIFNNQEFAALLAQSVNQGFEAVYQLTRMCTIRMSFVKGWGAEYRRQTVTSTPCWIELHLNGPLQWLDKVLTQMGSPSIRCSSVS
# ERb SRC1 inh: inhibitors of ERβ-SRC1 coactivator interaction, primary screen, biochemical, TR-FRET, ERβ LBD, SRC-1 peptide; Estrogen receptor beta (Homo sapiens), Q92731; TR-FRET ER-beta LBD / SRC1-Cy5 peptide binding; receptor agonist-loaded with 1 µM estradiol; inhibition, % at 25.6 µM; actives 1.3% (n = 86,000);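 active = compounds whose percent inhibition of the receptor-coactivator binding signal exceeds about 50% in the single-dose screen, limit read from the data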;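 note: 0% = receptor plus peptide wells without compound and 100% = peptide-only wells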
# Target sequence (Q92731 whole entry, looked up, the tested form may be a part): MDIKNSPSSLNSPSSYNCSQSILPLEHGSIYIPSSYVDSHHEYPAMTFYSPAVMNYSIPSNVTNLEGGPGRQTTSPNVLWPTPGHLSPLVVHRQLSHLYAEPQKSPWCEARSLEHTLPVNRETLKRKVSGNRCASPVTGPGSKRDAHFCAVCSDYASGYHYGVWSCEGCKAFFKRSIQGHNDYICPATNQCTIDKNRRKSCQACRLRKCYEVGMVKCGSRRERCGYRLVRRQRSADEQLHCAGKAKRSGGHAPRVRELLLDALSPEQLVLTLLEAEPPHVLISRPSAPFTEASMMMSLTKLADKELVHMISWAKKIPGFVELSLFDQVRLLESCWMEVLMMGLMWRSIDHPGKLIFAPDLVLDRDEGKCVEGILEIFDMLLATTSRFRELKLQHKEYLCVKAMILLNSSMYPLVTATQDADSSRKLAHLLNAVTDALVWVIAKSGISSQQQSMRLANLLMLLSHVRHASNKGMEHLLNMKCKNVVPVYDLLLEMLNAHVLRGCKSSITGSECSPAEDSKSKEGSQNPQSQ
# Lung fibro prol: antiproliferative effect on LL 47 fibroblasts – human, LL 47 cells, CellTiter-Glo luminescence, primary screen; LL 47 human lung fibroblast viability, ATP luminescence; hits give low values; viability, % at 10 µM; actives 1.1% (n = 85,000); AID 719, 2007;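 active = viability at or below 50% in the single dose screen; inactive = viability above 50%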;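 note: compound exposure lasted 72 h before the ATP readout; 100% = median luminescence of untreated cell-only wells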
#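 Test system: LL 47 human lung fibroblasts / Quantity: 1,150 cells in each well / Medium: IMEM growth medium with 15% fetal bovine serum / Incubation: 72 h compound exposure at 37 °C after overnight plating / Detection: CellTiter-Glo luminescence measuring cellular ATP / Read-out: % viability versus median cells-only luminescence / Benchmarks: cell-only wells, no compound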
# HUVEC prolif 384: inhibitors of HUVEC proliferation, primary screen, cell-based, 384-well; CellTiter-Glo luminescence, 72 h; hits give low values; viability, % at 10 µM (by protocol); actives 1.1% (n = 86,000); AID 648, 2007;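 active = viability at or below 30%; inactive = viability above 30%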;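 note: 100% = median luminescence of DMSO-only cell control wells on each plate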
# H69AR growth 86K: proliferation blockers of H69AR lung cancer cells, primary screen, cell-based, human, 86K library; H69AR lung tumor viability, ATP luminescence, 72 h; hits give low values; viability, % at 10 µM; actives 6% (n = 85,000); AID 598, 2007;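 active = viability at or below 40%; inactive = viability above 40%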;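 note: multidrug resistant small cell line overexpressing MRP-1 efflux transporter; 100% = mean luminescence of untreated control wells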
# sEH activator: soluble epoxide hydrolase activators, primary screen, biochemical, human sEH; purified human sEH enzymatic activity, activator screen; activation, % at 2 µM; actives 0.04% (n = 91,000); AID 717, 2007; in the data active = activation above about 37%; note: values of inactives mirror those of a sister screen read the other way
# ERa coact inh: ERα–SRC-1 coactivator interaction inhibitors, primary screen, biochemical, TR-FRET, ERα LBD, estradiol-bound; TR-FRET ER-alpha LBD / SRC-1 peptide; Estrogen receptor (Homo sapiens), P03372; actives 1.7% (n = 86,000); inhibition, % at 25.6 µM; AID 629, 2007; in the data active = inhibition above about 50%;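 note: 0% = receptor plus peptide control and 100% = peptide only without receptor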
# ERa coact pot: enhancers of ERα–SRC-1 coactivator binding, primary screen, biochemical, TR-FRET, ERα LBD, low estradiol | Estrogen receptor (Homo sapiens), P03372 | TR-FRET ERalpha-LBD/SRC-Cy5 coactivator binding, 2 h; 100 = basal binding, no effect | coactivator binding (% of control), % at 25.6 µM | actives 1.3% (n = 86,000); in the data active = activity above about 200%;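 note: binding measured in presence of low estradiol as agonist stimulus; 0% = peptide alone without receptor and 100% = receptor with peptide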
# Candida biofilm: clotrimazole potentiators killing Candida biofilms, primary screen, with clotrimazole, Alamar Blue; inhibition, % at 6 µM; AID 834, 2007; actives 0.14% (n = 85,000); C. albicans biofilm + clotrimazole;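 active = inhibition above 20%; inactive = inhibition below 20%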;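 note: preformed 24 hr biofilms exposed to compound for 48 hr; 0% = biofilm without compound and 100% = blank killed by clotrimazole plus chlorhexidine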
# Numbers without * were called inactive; · = no result given; [ ] = dose if it differs, or a comment.
SMILES,Smad3 FoxH1 inh,ERb SRC1 inh,Lung fibro prol,HUVEC prolif 384,H69AR growth 86K,sEH activator,ERa coact inh,ERa coact pot,Candida biofilm
CC1CCCC(C)N1C(=O)CSCc1ccc(Cl)cc1 (stereo not drawn),10,-5,104,101,99,1,-6,90,4
CN(C)S(=O)(=O)c1c(Cl)cccc1Cl,-14,-3[fluorescence artefact?],96,93,91,13,11[fluorescence artefact?],99,1
O=C(NC1CCCCC1)c1cnn2c(C(F)(F)F)cc(-c3ccco3)nc12,-3,21[fluorescence artefact?],92,82,·,-47,11,80,-1
CCCCOP(=O)(OCCCC)C1(NS(=O)(=O)c2ccccc2)C=CC(=O)c2ccccc21 (stereo not drawn),-4,26,86,34,12*,-6,29,48,5
CCOc1ccc(OCC)c(NC(=O)CN2CCN(c3cccc(C)c3C)CC2)c1,9,6[fluorescence artefact?],101,93,81,·,6[fluorescence artefact?],91,7
Cc1nnc(SCCn2c(N3CCCC(C)C3)nc3c2c(=O)[nH]c(=O)n3C)s1 (stereo not drawn),-11,-1,·,96,93,·,-10,109,4
CC1CCN(c2nc3c(c(=O)n(C)c(=O)n3C)n2CCSc2ncccn2)CC1,-1,-8,92,106,90,·,2,94,9
CCC(OC(=O)c1cc2sccc2n1C)C(=O)NCc1ccco1 (stereo not drawn),12,-8,108,100,92,-6,1,114,5
CCCCC(=O)Nc1nnn(CCC)n1,-8,-26[fluorescence artefact?],95,96,99,5,-27,108,8
O=C(OCCN1C(=O)c2ccccc2C1=O)c1cc(S(=O)(=O)N2CCOCC2)ccc1F,8,18,107,92,87,0,-7,104,7
COc1ccc(OCC(=O)Nc2ccc(C)cc2)cc1,15,0,106,88,114,3,-3,98,11
O=C(CSc1nccn1-c1ccccc1)N1CCc2ccccc21,0,-5[fluorescence artefact?],104,96,92,8,3,107,-2

# Reformatted: results already given.
# Screens in order – Smad3 FoxH1 inh | ERb SRC1 inh | Lung fibro prol | HUVEC prolif 384 | H69AR growth 86K | sEH activator | ERa coact inh | ERa coact pot | Candida biofilm
- CC1CCN(c2nc3c(c(=O)n(C)c(=O)n3C)n2CCSc2ncccn2)CC1
 : -1 | -8 | 92 | 106 | 90 | · | 2 | 94 | 9
- CCC(OC(=O)c1cc2sccc2n1C)C(=O)NCc1ccco1 (stereo not drawn)
 : 12 | -8 | 108 | 100 | 92 | -6 | 1 | 114 | 5

# (continued)
SMILES,Smad3 FoxH1 inh,ERb SRC1 inh,Lung fibro prol,HUVEC prolif 384,H69AR growth 86K,sEH activator,ERa coact inh,ERa coact pot,Candida biofilm
CCCCOc1ccc(CN2CCCCC2)cc1,-9,5[fluorescence artefact?],102,93,106,-6,4[fluorescence artefact?],110,0
CN(C)C(=O)COc1ccc2cc(-c3ccccc3)c(=O)oc2c1,-5,-1,104,106,98,15,1,87,8
COCc1nnc(NC(=O)CCSc2ccccc2)s1,-7,-1,101,99,72,-1,-8,115,4
COCc1cc(=O)n2[nH]c(-c3cccc(Br)c3)cc2n1,12,9,100,80,86,-5,12,93,4
CC(C)CNS(=O)(=O)c1ccc(S(=O)(=O)N2CCCN(Cc3ccccc3)C2)cc1,1,-12[fluorescence artefact?],100,96,84,-12,-9,127[fluorescence artefact?],-3
Cn1c(SCCOc2ccccc2Cl)nnc1-c1ccncc1,-18,-2,106,90,84,3,-7,107,·
CNc1nc(SCC(=O)OC)nc(N2CCOCC2)n1,17,-25,101,102,98,·,-27,96,7
CCOc1ccc(NC(=O)N2CCC(n3c(=O)[nH]c4ccccc43)CC2)cc1,-6,-4,105,99,79,-20,-10,122,3
CC(=O)N1c2c(cc(Br)cc2S(=O)(=O)NCc2ccc3c(c2)OCO3)CC1C (stereo not drawn),4,-6,102,93,75,·,-4,108,7
Cc1ccc(S(=O)(=O)CCc2ccccn2)cc1,-8,-9,104,93,97,-6,-7,105,6
CSc1n[nH]c(NC2=CC(=O)CCC2)n1,7,5,113,101,112,9,-2,121,8
Cc1cc(C(F)F)n2ncc(C(=O)N3CCc4ccccc4C3)c2n1,7,17[fluorescence artefact?],117,99,94,-17,8,90,2
CCOc1c(S(=O)(=O)N2CCCC2)ccc(Cl)c1Cl,3,9,92,98,63,-4,-1,91,-2
O=C(Nc1nnc(Cc2ccc(Cl)cc2)s1)c1ccco1,-1[fluorescence artefact?],6,110,80,109,8,1,100,-1
Cn1cnnc1SCC(=O)Nc1sc2c(c1C(N)=O)CCC2,-4,93*[fluorescence artefact?],109,88,106,-3,94*[fluorescence artefact?],13[fluorescence artefact?],-1
Cc1ccc(-n2ncc3c(NCCCN4CCCC4=O)ncnc32)c(C)c1,6,3[fluorescence artefact?],104,106,62,·,4[fluorescence artefact?],96,6
O=C(NCCc1ccccc1)C1CCCN(S(=O)(=O)c2cccc3nonc23)C1 (stereo not drawn),3,6,93,109,90,-68,-15,126[fluorescence artefact?],6
COc1cccc(-c2nnc(SCCC(=O)O)n2C)c1,6,-6,98,105,94,2,-2,137,4
Cc1ccc(C(=O)CSc2nnc(CNc3nc(-c4ccccc4)cs3)n2C)cc1,0,5,90,75,88,-6,9,101,4
O=C(Nc1ccc2c(c1)OCCO2)C1CCN(S(=O)(=O)c2cccs2)CC1,2,5[fluorescence artefact?],103,96,83,-48,6[fluorescence artefact?],105,8
O=C(CCCc1ccccc1)c1ccc2c(c1)OCCO2,-11,-13,90,101,97,3,-13,93[fluorescence artefact?],-1
COc1cccc(N2CCN(c3ncnc4c3[nH]c3ccc(F)cc34)CC2C)c1 (stereo not drawn),3,-9,1.9*,2.3*,4.0*,3,2,149,7
COc1ccc(S(=O)(=O)N2C3CCC2CC(NC(=O)C2CC2)C3)cc1 (stereo not drawn),-1[fluorescence artefact?],-2[fluorescence artefact?],106,108,94,-7,-7,126,1
Cc1cccc(C)c1NC(=O)Cn1cnc2c(=O)n(C)c(=O)n(C)c21,4,-9,97,88,105,24,-12,111,8
CN1CCN(CCNC(=O)c2cc3c(=O)n(C)c4ccccc4c3n2C)CC1,-11,10,89,83,75,0,1,115,-3
Cn1c(SCC(=O)c2ccc(F)cc2)nnc1-c1cnccn1,5,-1[fluorescence artefact?],101,94,87,-1,26[fluorescence artefact?],100,-1
Cc1ccc2nc3c(cc(C#N)c(=N)n3CC3CCCO3)c(=O)n2c1 (stereo not drawn),-8[fluorescence artefact?],9,95,95,79,·,-1,137[fluorescence artefact?],0
COC(=O)C1CCN(CC(=O)Nc2sc3c(c2C#N)CCC3)CC1,-5,38,107,108,110,4,20,29[fluorescence artefact?],1
O=C(Cn1cnc2c(nnn2Cc2ccc(F)cc2)c1=O)N1CCCc2ccccc21,3,-27[fluorescence artefact?],93,84,84,-6,-24,103,8
O=C(O)c1ccc(Cl)c(S(=O)(=O)N2CCCCCC2)c1,-13,5,98,95,97,·,3,83,-2
COc1ccc(-n2nc(C(=O)NCc3ccco3)c3c4ccccc4n(C)c3c2=O)cc1,5[fluorescence artefact?],2,76,74,86,·,4,329*[fluorescence artefact?],3
Cc1cc(C)n(CC(=O)Nc2ccccc2)n1,1,-8,100,104,99,-2,-6,97,-3
CC(C(=O)N=c1sc2ccccc2n1C)N1C(=O)C2CC=CCC2C1=O (stereo not drawn),-10[fluorescence artefact?],25[fluorescence artefact?],100,113,66,·,23,108[fluorescence artefact?],-5
Cc1ccc(-c2noc(CN(C(=O)c3cccc(Br)c3)C(C)C)n2)cc1,14,-6,94,120,92,3,-9,91,3
CCCn1c(=N)n(CC(O)COc2cccc(C)c2)c2ccccc21 (stereo not drawn),15[fluorescence artefact?],-5,84,87,45,6,1,114,5
CCOC(=O)C(C)Oc1c(Br)cc(C2NC(=O)NC(C)=C2C(C)=O)cc1OCC (stereo not drawn),-2,-8,94,101,84,-14,-2,98,7
CCCN(C(=O)c1ccccc1N)c1c(C)n(C)n(-c2ccccc2)c1=O,6,-4,96,96,104,-5,-2,122,8
COc1ccc(NC(=O)CSc2nc3c(c(=O)n2-c2ccc(C)cc2)SCC3)c(OC)c1,11,-7,85,106,41,·,2,118[fluorescence artefact?],-1
NS(=O)(=O)c1ccc(NC(=O)CSc2nnc(-c3cnccn3)n2-c2ccccc2)cc1,10,-25,100,107,95,9,-23,108,6
CC(=O)OC(C#CCN1CCOCC1)c1ccccc1 (stereo not drawn),18[fluorescence artefact?],-1,108,101,96,3,26,96,4
COc1ccc(CNC(=O)C(C)OC(=O)c2cccn2C)cc1 (stereo not drawn),-2,-6,97,87,97,·,1,108,7
CCN1CCN(CCNC(=O)CSCc2nc(-c3ccc(OC)c(OC)c3)oc2C)CC1,3,-4[fluorescence artefact?],102,90,92,8,5[fluorescence artefact?],108[fluorescence artefact?],5
COCCNC(=O)c1cc2oc3ccccc3c2n1C,1,-8,110,98,92,-2,-10,113,4
CCOc1cc(-c2nc3ccccn3c2NCC2CCCO2)ccc1O (stereo not drawn),-5,-1,98,70,28*,11,-2,122[fluorescence artefact?],-3
COc1ccc(-n2c(SCC(=O)Nc3ccccc3)nc3c(c2=O)SCC3)cc1,10,-6[fluorescence artefact?],97,94,80,9,9[fluorescence artefact?],103[fluorescence artefact?],7
Cc1cc(C)nc(NS(=O)(=O)c2ccc(NC(=O)C3CC(=O)N(c4ccccc4)C3)cc2)n1 (stereo not drawn),0,39,108,92,96,9,-12,86,7
CC(=O)Oc1ccc(N(C(C)=O)S(=O)(=O)c2cccs2)c2ccccc12,1,11,112,4.0*,1.4*,1,0,78,-1
C1CCC(c2nn3c(-c4n[nH]c5c4CCC5)nnc3s2)CC1,12,61*,92,92,58,6,75*,20[fluorescence artefact?],-3
CCN(CC)C(=O)c1sc(N)c(C(=O)OC(C)C)c1C,9,-3,95,104,88,-3,-11[fluorescence artefact?],103,11
COc1ccc(OC(=O)Nc2ccccc2)cc1,14,-8,106,93,88,4,-4,86,3
CC(C)Oc1ccc(C(=O)N2CCCC2C(=O)O)cc1 (stereo not drawn),-2,0,90,92,97,-7,5,116[fluorescence artefact?],4
CCOc1ccc(-c2[nH]ncc2-c2ccc(OC)c(OC)c2)c(O)c1,-19,-8[fluorescence artefact?],59,67,14*,12,3[fluorescence artefact?],112,0
CN1CCN(S(=O)(=O)c2cccc(C(=O)N(c3ccccn3)C3CCCCC3)c2)CC1,5,-7,93,97,90,-6,0,108,7
Cc1noc(C)c1CSCC(=O)N1CCN(c2ccc(F)cc2)CC1,11,-8,103,111,99,-9,-7,112,-2
O=C(NCCCN1CCc2ccccc2C1)Nc1ccc(Br)cc1,-1,-3,84,80,90,-33,-6,89,1
Cc1ccc(C)c2[nH]c(=O)c(CN(CCN3CCCC3)C(=O)Nc3ccc(F)cc3)cc12,3,1[fluorescence artefact?],87,76,52,·,6[fluorescence artefact?],91[fluorescence artefact?],8
CCC(C)Sc1nc2c([nH]c3ccccc32)c(=O)n1C (stereo not drawn),-7,-5,84,92,55,-2,-8,135,6
CCn1c(COc2ccccc2C)nnc1SCC(=O)NCc1ccccc1,4,-1,95,85,94,12,1,108,-2
Cc1cc(C)n(S(=O)(=O)/C=C/c2ccccc2)n1,4,-4,26*,76,1.1*,-2,-2,111,-1

# These rows are one share of the data; rates above refer to the full screens.
